Bioassay records: PubChem, The Scripps Research Institute Molecular Screening Center
UHRF1 MBD2 ctr – blocks human UHRF1 binding to methylated DNA. Q96T88. UHRF1 binding to methylated oligo, TR-FRET. inhibition, % at 4.4 µM. 370,000 tested, 0.75% active. AID 687016; in the data active = inhibition above about 21%;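 also: UHRF1 SRA domain binding a hemimethylated CpG hairpin DNA probe; 0% = median of test compound wells and 100% = reference inhibitor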
ASAP1 inh – inhibitors of human ASAP1 ArfGAP activity; Q9ULH1; ASAP1-stimulated ARF1 GTP hydrolysis, GDP FP detection; inhibition, % at 16.5 µM; 360,000 tested, 0.19% active; AID 624377; in the data active = inhibition above about 25%;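 also: 0% = vehicle with enzyme and substrate and 100% = no enzyme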
ARFGAP1 inh – inhibits rat ARF GTPase activating protein 1 | Q62848 | Arfgap1-stimulated ARF1 GTP hydrolysis, GDP FP detection | inhibition, % at 16.5 µM | 360,000 tested, 0.26% active;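 active = inhibition above a per-plate limit, mean inhibition of low control wells plus 3 SD, cut at about 25% in these data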;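 also: 0% = DMSO wells with enzyme and 100% = wells lacking Arfgap1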
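System: truncated rat Arfgap1 GAP domain / Benchmarks: high control wells lacking Arfgap1, low control full reaction with DMSO / Times: compound-enzyme preincubation 20 min, reaction 120 min, detection 60 min, 25 °C / Repeats: one replicate per compound / Also added: human ARF1(Δ1-17)-GTP substrate / Measured by: Tracer-displacement fluorescence polarization with EDTA stop, 620/688 nm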
proKLK7 act – activates the human kallikrein-7 zymogen | P49862 | purified proKLK7, EDANS-DABCYL substrate fluorescence; 100% is mature enzyme control, 0% vehicle | activation, % at 7 µM | 370,000 tested, 0.9% active;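 active = activation above the mean of all tested compounds plus 3 SD, computed per campaign excluding outliers beyond control limits, cut at about 13% in these data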
MBD2 inh – MBD2-methylated oligo binding inhibition. inhibition, % at 4.4 µM. Q9UBB5. 370,000 tested, 0.31% active. TR-FRET, MBD2 binding to methylated oligonucleotide. AID 686964; in the data active = inhibition above about 13%
Tn7 DDE FP – DD(E)-Tn7 binding inhibition, primary FP screen; FP displacement of FITC-Tn7 peptide from fibrin DD(E); 0% = median of compound wells per plate; inhibition, % at 8.3 µM; 370,000 tested, 0.13% active;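 active = inhibition above the mean of compounds falling within the control limits plus 3 SD of them, cut at about 14% in these data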;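 also: 0% = plate median of compound wells and 100% = 10 µM Aha-Tn7 peptide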
Target sequence (P02675 whole entry, looked up): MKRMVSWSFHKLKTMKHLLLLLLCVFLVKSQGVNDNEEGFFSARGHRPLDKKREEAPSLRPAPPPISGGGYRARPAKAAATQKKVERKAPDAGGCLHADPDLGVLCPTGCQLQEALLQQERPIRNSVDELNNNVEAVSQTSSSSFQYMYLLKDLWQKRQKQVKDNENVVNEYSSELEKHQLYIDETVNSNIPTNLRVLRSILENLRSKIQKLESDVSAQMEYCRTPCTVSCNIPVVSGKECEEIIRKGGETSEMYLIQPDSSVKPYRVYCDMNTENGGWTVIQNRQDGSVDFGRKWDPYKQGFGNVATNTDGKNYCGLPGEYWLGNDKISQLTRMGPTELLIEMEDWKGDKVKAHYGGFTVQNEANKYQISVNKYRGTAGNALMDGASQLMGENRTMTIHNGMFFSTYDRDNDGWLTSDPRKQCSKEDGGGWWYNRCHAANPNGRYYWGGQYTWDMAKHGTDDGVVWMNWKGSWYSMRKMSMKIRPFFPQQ
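Assay system: human fibrin DD(E) protein / Input: 2 µM fibrin DD(E) / Benchmarks: high control of 10 µM Aha-Tn7 peptide / Measured by: fluorescence polarization of the labelled Tn7 tracer / Medium: Tris buffer with calcium and detergent, pH 7.8 / Timing: 10 min compound pre-incubation, 3 h probe incubation at room temperature / Repeats: one replicate per compound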
PLC-beta3 inh – PLC-beta3 (human) inhibition, primary screen; Q01970; Purified PLC-beta3, fluorogenic substrate, fluorescence; inhibition, % at 12.2 µM; 370,000 tested, 0.18% active; in the data active = inhibition above about 11%;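 also: 0% = median of compound wells on plate and 100% = full blocker control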
DDE Tn6 FP inh – inhibitors of Tn6 peptide binding to human fibrin DD(E). P02675. Fibrin DD(E) TRITC-Tn6 fluorescence polarization displacement. inhibition, % at 8.3 µM. 370,000 tested, 0.21% active;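 active = inhibition above a per-campaign cutoff: mean of compounds within control limits plus 3 SD, cut at about 15% in these data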;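 also: 0% = median of all compound wells on the plate and 100% = blocking peptide control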
ADAM17 inh – ADAM17 inhibition, QFRET primary screen | 370,000 tested, 0.83% active | inhibition, % at 6.95 µM | recombinant ADAM17, EDANS/DABCYL FRET peptide cleavage | P78536;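 active = inhibition above the mean of compounds lying between control limits plus 3 SD, set per campaign, cut at about 8.5% in these data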;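 also: 0% = DMSO-only wells as the low control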
Target sequence (P78536 215-824 limits assumed): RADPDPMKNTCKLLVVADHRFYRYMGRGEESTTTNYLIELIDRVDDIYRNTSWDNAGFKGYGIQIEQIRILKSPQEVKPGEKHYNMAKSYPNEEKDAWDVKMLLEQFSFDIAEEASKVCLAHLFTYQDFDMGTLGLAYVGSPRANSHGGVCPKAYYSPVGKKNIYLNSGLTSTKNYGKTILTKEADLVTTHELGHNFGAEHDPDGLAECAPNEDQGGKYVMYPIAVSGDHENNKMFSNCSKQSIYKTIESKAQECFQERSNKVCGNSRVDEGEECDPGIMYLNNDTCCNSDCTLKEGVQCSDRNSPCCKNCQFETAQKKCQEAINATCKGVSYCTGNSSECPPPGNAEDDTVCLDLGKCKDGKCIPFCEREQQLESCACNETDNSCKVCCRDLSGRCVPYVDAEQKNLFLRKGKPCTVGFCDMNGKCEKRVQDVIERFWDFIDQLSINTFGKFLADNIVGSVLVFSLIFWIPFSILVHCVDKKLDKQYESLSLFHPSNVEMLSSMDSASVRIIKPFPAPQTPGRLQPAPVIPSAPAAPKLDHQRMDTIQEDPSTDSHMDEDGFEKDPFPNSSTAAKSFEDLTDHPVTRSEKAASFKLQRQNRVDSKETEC
PLCg1 inh – inhibitors of human phospholipase C gamma1; P19174; inhibition, % at 12.2 µM; 370,000 tested, 0.84% active; purified PLC-gamma1, fluorogenic substrate, fluorescence; in the data active = inhibition above about 9.5%
* hit, by the source's call; . = not tested or not shown.

SMILES	UHRF1 MBD2 ctr	ASAP1 inh	ARFGAP1 inh	proKLK7 act	MBD2 inh	Tn7 DDE FP	PLC-beta3 inh	DDE Tn6 FP inh	ADAM17 inh	PLCg1 inh
O=C(NCc1ccccc1)Nc1cccn(Cc2cccc(F)c2)c1=O	-3	-6	8	-0.3	-3	-7	0	6	-11	0
COc1ccc(NC(=O)C2CC(=O)N(C(C)C)C2)cc1 (configuration not stated)	2	0	-6	-0.1	6	10	1	5	-4	2
COc1ccc2[nH]c(=O)c(CN(CCO)S(=O)(=O)c3c(C)ccc4nsnc34)cc2c1	2	0	-6	0.4	1	5	-2	0	-2	-2
Cc1ccc(-c2csc3ncn(C(C)C(=O)O)c(=O)c23)cc1 (configuration not stated)	-1	-17	-2	-0.2	0	1	-6	-5	-1	1
CCOC(=O)C1(CCc2ccccc2)CCN(C(=O)c2cnc(C)cn2)CC1	0	-14	3	0.0	-4	3	2	1	-1	1
O=c1[nH]cnc2scc(-c3cccs3)c12	-1	-7	6	-0.3	-6	3	-2	-5	-5	-3
COc1ccccc1Cc1c(-c2ccccc2)nc2c(C)cc(Br)cn12	14	7	8	-0.1	1	6	-14	2	2	-5
O=c1[nH][nH]c2c1[C@@H](c1ccc(F)cc1)O[C@H](CCOCc1ccccc1)C2	-9	6	-27	-0.4	-6	-2	0	4	-1	1
CCOCc1cc(CN2CCC(n3nccc3NC(=O)C3CC3)CC2)ccc1OC	2	-10	3	0.5	4	0	0	-7	-3	-1
CCCc1cc(=O)oc2cc(C)cc(OCc3nn[nH]n3)c12	0	-3	12	5.0	3	-5	-333	2	-229	-276
Cc1nn(-c2cc(C(F)(F)F)ccc2Cl)c2nc(C(Cl)(Cl)Cl)[nH]c(=O)c12	-2	-2	8	0.4	1	-6	-5	-6	-2	2
Cc1ccc(C(=O)Nc2cccnc2)cc1S(=O)(=O)N1CCCCCC1	1	11	10	0.3	-1	1	-4	-4	-3	5
Cc1ccc(Cn2c(CN3CCOCC3)nc3c2c(=O)n(C)c(=O)n3C)cc1	1	-12	1	-0.4	-4	-5	3	14	3	5
CC(NC(=O)CCNC(=O)c1ccccc1Cl)C1CC2CCC1C2 (configuration not stated)	-5	-14	6	0.3	0	-1	-2	5	0	-1
C=CCn1c(SCC(=O)NCC2CCCO2)nc2scc(-c3ccc(OC)cc3)c2c1=O (configuration not stated)	0	-9	1	1.3	2	3	-9	-3	-2	-3

Looked up one by one from above:
SMILES	UHRF1 MBD2 ctr	ASAP1 inh	ARFGAP1 inh	proKLK7 act	MBD2 inh	Tn7 DDE FP	PLC-beta3 inh	DDE Tn6 FP inh	ADAM17 inh	PLCg1 inh
CCCc1cc(=O)oc2cc(C)cc(OCc3nn[nH]n3)c12	0	-3	12	5.0	3	-5	-333	2	-229	-276
Cc1ccc(C(=O)Nc2cccnc2)cc1S(=O)(=O)N1CCCCCC1	1	11	10	0.3	-1	1	-4	-4	-3	5
COc1ccc(NC(=O)C2CC(=O)N(C(C)C)C2)cc1 (configuration not stated)	2	0	-6	-0.1	6	10	1	5	-4	2
COc1ccc2[nH]c(=O)c(CN(CCO)S(=O)(=O)c3c(C)ccc4nsnc34)cc2c1	2	0	-6	0.4	1	5	-2	0	-2	-2

Further compounds follow:
SMILES	UHRF1 MBD2 ctr	ASAP1 inh	ARFGAP1 inh	proKLK7 act	MBD2 inh	Tn7 DDE FP	PLC-beta3 inh	DDE Tn6 FP inh	ADAM17 inh	PLCg1 inh
COCCNC(=O)CC(NS(=O)(=O)c1ccc(NC(C)=O)cc1)C(C)C (configuration not stated)	2	-10	-8	-0.3	-1	9	2	-1	-4	0
O=C(CSC(=S)N1CCCCC1)c1ccccc1	2	-3	-8	0.2	-2	-8	1	-2	2	3
CCOC(=O)c1c(NC(=S)Nc2ccccc2C)sc2c1CCC2	4	-17	0	-0.1	3	0	-4	8	-3	-4
CCn1ccnc1CN(C)C(=O)CC1C(=O)NCCN1Cc1c(F)cccc1Cl (configuration not stated)	1	0	12	1.4	2	1	-6	-4	-2	-3
CN(CC1COc2ccccc2O1)C(=O)c1cc(COc2c(F)cccc2F)on1 (configuration not stated)	2	5	0	0.6	5	0	-13	-10	1	-3
O=C(CSc1nnc(-c2cccnc2)n1-c1ccccc1)Nc1ccc2c(c1)OCCO2	-2	.	.	0.1	-1	-6	2	-7	0	3
CCN(CC)C(=O)CN1CCC(n2c(C)nc3cc(C(F)(F)F)ccc32)CC1	-3	0	-4	-0.2	3	-4	5	6	-1	0
COc1ccc2c(c1)CC/C(=C\c1ccc(OC)c(Cn3nc(C)cc3C)c1)C2=O	1	46*	29*	-1.0	0	0	-8	0	3	-5
CCCCNC(=O)C[C@H]1C[C@@]2(C(=O)OC)C(=C[C@H](COCc3ccccc3)O[C@@H]2C)N(Cc2cccc3ccccc23)C1=O	-2	.	.	0.5	5	5	-1	4	-3	1
CN(c1ccccc1)S(=O)(=O)c1cc(C(=O)NCCCn2ccnc2)ccc1Cl	1	-8	-2	-0.1	-4	-2	-7	1	-1	-2
CC12CCC(=O)N1C(C(=O)OCC(=O)Nc1ccc(C(F)(F)F)cc1)CS2 (configuration not stated)	1	-13	-6	-0.5	2	3	-6	6	0	1
Cc1cc(Cl)c2oc(C(=O)NCCC3CCCCO3)c(C)c2c1 (configuration not stated)	-1	1	8	0.4	5	-3	-6	-2	1	3
CCc1cccc(NC(=O)Cn2ncn3c(cc4ccccc43)c2=O)c1	-3	-2	-11	-0.2	1	2	-7	3	-8	-10
C[C@H]1O[C@@H](n2c3ccc(Cl)cc3c3ccc4c5cc(Cl)ccc5[nH]c4c32)[C@H](O)[C@H](O)[C@H]1O	1	.	.	1.9	0	0	-8	-3	-32	-4
c1ccc2c(NCC3CCCO3)nc(-c3ccncc3)nc2c1 (configuration not stated)	-5	4	-11	1.4	-1	-2	-33	-4	-6	-28
CCOC(=O)N1CCN(C(=O)C2CCN(c3nnc(-n4cccc4)s3)CC2)CC1	0	2	-4	0.7	0	2	0	5	-1	3
C(=Cc1cccnc1)c1ccncc1	-4	0	4	-1.0	-1	5	4	2	-3	1
CC1CN(c2ccccn2)C(C)CN1C(=S)Nc1ccccc1 (configuration not stated)	-1	-9	15	-0.2	3	5	3	1	-6	-2
CC(C)(C)OC(=O)N1CCC[C@H]1c1nnc(SCC(=O)Nc2cccc(Cl)c2)o1	2	4	-7	-0.2	-5	-3	-3	-4	1	1
Cc1ccc(S(=O)(=O)N2CCN(c3ccnc4cc(Cl)ccc34)CC2)cc1C	-2	-4	-8	-1.6	-4	3	-10	0	5	-8
Cc1ccc(Nc2cc(Cl)nc(N)n2)c([N+](=O)[O-])c1	-2	0	-3	0.3	2	6	-16	0	-4	-12
COc1cc(C(=O)OC2CC3CCC2(C)C3(C)C)ccc1OC(C)=O (configuration not stated)	0	7	2	0.0	4	6	5	3	2	3
COc1ccc(N(CC(=O)NC2CCCCC2)S(=O)(=O)c2c(C)[nH]c(=O)[nH]c2=O)cc1	0	-2	-7	-0.7	-3	0	7	6	5	5
COc1ccc(-c2csc(Nc3ccc(S(N)(=O)=O)cc3)n2)cc1	0	11	-4	0.1	0	-3	-4	-2	-2	-3
O=C(c1ccccc1F)N1CCN(S(=O)(=O)c2ccc3ccccc3c2)CC1	2	7	-2	0.8	2	6	-3	-3	3	1
COc1nc(NC(C)=O)nc(C)c1Br	-2	0	6	-1.2	-8	-1	4	5	0	9
COc1ccc(N2CCN(C(=O)COC(=O)c3oc4ccc(OC)cc4c3C)CC2)cc1	1	-7	-2	-2.6	0	-6	-45	1	-27	-47
Cc1ccc(C)n1-n1c(C)nc2sc3c(c2c1=O)CCCCC3	-1	3	-3	-0.2	1	-10	3	-4	-3	0
CCCNC(=O)c1cccc(COCC(F)(F)F)c1	0	-4	-3	-0.7	-2	12	4	-3	-1	1
Cc1ccc2c(c1)N(CCCC(=O)Nc1cccc(C(F)(F)F)c1)C(=O)CO2	0	13	3	-0.1	1	3	-3	5	1	-4
O=C1CCC(c2ccccc2)(C2CCN(Cc3ccccc3)CC2)C(=O)N1 (configuration not stated)	-1	4	-6	0.1	1	-1	2	0	-3	3
CCOC(=O)C1CSCCS(=O)(=O)N1Cc1ccc(F)cc1F (configuration not stated)	-2	10	-1	-0.3	-2	4	-2	-2	-3	-1
CCOC(=O)c1sc2ccc(S(=O)(=O)N3CC(C)CC(C)C3)cc2c1N (configuration not stated)	-4	-11	-1	-0.4	1	-7	-1	5	-4	0
O=C(CSc1nc2c(c(=O)n1-c1ccccc1)SCC2)NCC1CCCO1 (configuration not stated)	1	14	3	0.3	-2	0	-8	-6	-3	5
COc1ccc(S(=O)(=O)CCC(=O)NCCc2ccc(Cl)cc2)cc1	7	0	16	-0.3	5	-3	-5	-6	-3	2
COC(=O)C(C)NC(=O)C(C)NC(=O)OCc1ccccc1 (configuration not stated)	-3	9	-2	0.1	2	8	-1	6	-4	1
CCOC(=O)c1ccc2ncc(C(=O)OCC)c(NCCCN3CCOCC3)c2c1	6	-6	5	-2.3	2	10	-10	10	-18	-7
CCc1cc2c(NCc3ccccc3)nc(C)nc2s1	7	13	11	0.2	3	3	-10	1	-5	0
CCc1cc2c(=O)n3c(nc2s1)-c1[nH]c2ccc(OC)cc2c1CC3	-1	1	0	-0.1	-2	0	-105	-1	-6	-87
O=C(NC1CCCCC1)[C@@H]1CC=C[C@@H]2CCN(C3CCCCC3)C(=O)[C@@H]21	-1	-18	-3	0.5	2	-4	2	0	0	1
C=CCC12C=C(OC)C(=O)C(C1=O)C(c1ccc(OC)cc1)C2C (configuration not stated)	0	.	.	0.3	-1	0	-4	-6	2	1
O=Cc1cnc2ccccc2c1-c1ccccc1	-1	-2	-13	0.1	1	6	-11	2	-3	-1
CC(C)(C)C1C/C(=C/c2ccco2)C(=O)/C(=C/c2ccco2)C1 (configuration not stated)	99*	-16	-24	0.2	72*	-7	-43	4	-3	-30
COc1ccc(Cl)cc1NS(=O)(=O)c1cccc(C(=O)NC2CCN(Cc3ccccc3)CC2)c1	-1	-8	3	0.2	1	5	-3	-2	-1	-1
Cc1cc(NC(=O)c2cccs2)ncc1NC(=O)C(C)C	0	6	-10	-0.1	1	-1	-11	-6	-5	-2
O=C(O)c1c[nH]c2c(C(F)(F)F)cccc2c1=O	1	-4	-3	-4.7	-6	-6	1	3	-3	-4
Cc1cc(C)n2c(NC3CCCC3)c(-c3cccnc3)nc2n1	2	-8	0	0.2	-6	2	-34	2	-12	-17
O=C(COc1ccc(Cl)cc1[N+](=O)[O-])NC1CCCCC1	-2	-4	6	0.2	-2	6	-5	-3	-4	1
COc1cc(/C=C/C(=O)OCC(=O)c2ccc[nH]2)cc(OC)c1OC	-2	0	3	-0.1	1	-1	-48	6	-24	-32
